# Pol III holo inh: inhibitors of bacterial DNA polymerase III holoenzyme | AID 603 | actives 0.25% (n = 71,000) | reconstituted DNA polymerase III holoenzyme replication, biochemical | Potency, µM (series often up to 57.1 µM), for inactives: at the highest dose activity change, negative = inhibition; further: potency means the concentration at half of the fitted maximal effect; on the % scale 0 is the no-effect control and ±100 the full control effect
#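 Reconstituted *E. coli* holoenzyme (0.35 nM Pol III, 1 nM beta, 154 nM SSB, 2 nM primase) was preincubated with compound for 15 min at RT. Synthesis on 1.4 nM ssM13Gori ran 35 min, then was stopped with PicoGreen/EDTA and read as dsDNA fluorescence.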
# A350 fluor: compound fluoresces in the Alexa 350 spectral region. Compound autofluorescence, 340/450 nm, Alexa 350 dye-equivalents; hits give high values. max dye-equivalent concentration, M. actives 11% (n = 59,000). AID 590; in the data active means max dye-equivalent concentration above about 10 nM; inconclusive means mostly about 1.1 nM to 9.6 nM
# 4-MU autofl: compounds fluorescent in 4-MU spectral region; max dye-equivalent concentration, M; actives 11% (n = 59,000); compound autofluorescence, 340/450 nm, 4-MU equivalents; hits give high values; in the data active means max dye-equivalent concentration above about 10 nM; inconclusive means mostly about 1.1 nM to 9.6 nM
#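 Compounds in 100 mM Tris, pH 8.0, incubated 15 min at room temperature, then fluorescence read at 340 nm excitation/450 nm emission. Signal converted to 4-MU dye-equivalent concentration using an on-plate six-point 4-MU standard curve.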
# GFP derepression: derepresses silenced GFP locus in mouse C127i cells. Potency, µM (titrated, usually from 46.1 µM), for the others: top-dose GFP derepression (activation). mouse C127i GFP locus derepression, cytometry, 30 h. actives 0.09% (n = 68,000). AID 597; further: % of control where 0% means no effect
#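 Read-out is the number of GFP-positive cells, scored as fluorescent objects 20 to 120 um wide, reflecting derepression of a silenced CMV-GFP reporter in murine C127i cells after 30 h compound exposure at 37 C.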
# UbGFP stabilizer: inhibits proteasome, raising ubiquitin-GFP reporter fluorescence. Ubiquitin-GFP reporter cells, proteasome inhibition, GFP fluorescence; response scale: untreated = 0%, 10 µM MG-132 = 100%. Potency, µM (titrated, usually from 45.9 µM), inactives show top-dose activation (GFP accumulation), hits mostly activators. 67,000 tested, under 10 active. AID 526; active means well fitted activation curve with a large enough effect, not every such curve was filed as active; inconclusive means small, poorly fitted or top-dose-only effect, or another doubt; inactive means no such curve, though single readings can be large or run the other way; further: potency means the concentration at half of the fitted maximal effect
#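 U2OS cells stably expressing ubiquitin(G76V)-GFP, seeded overnight in 0.5% FBS medium, were exposed to compounds (qHTS, 46 uM to 2.9 nM) for 4 hr at 37 °C. GFP-positive cells were counted by laser cytometry (488 ex/515 em), normalized between basal and 10 uM MG-132.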
# Hsp90 Hop PPI: changes Hsp90-Hop TPR2A binding signal, up or down. AID 595. actives 0.44% (n = 71,000). AlphaScreen TPR2A-His6 binding biotin-Hsp90 C-terminal peptide. Potency, µM (top dose mostly 57 µM), for inactives: at the highest dose activity change, negative = inhibition; active means well fitted curve in either direction with a large enough effect; inconclusive means small, poorly fitted or top-dose-only effect, or another doubt; further: potency means the concentration at half of the fitted maximal effect; on the % scale 0 is the no-effect control and ±100 the full control effect; many of its hits are not listed in these tables
# BRCT PPI green: inhibitors of human BRCA1 BRCT-phosphoprotein interaction (green fluorophore) | actives 0.05% (n = 75,000) | AID 875 | Potency, µM (top dose mostly 76.9 µM), for the others: at the top dose activity change, negative = inhibition, most hits filed as inhibitors | BRCA1 BRCT-phosphopeptide binding, green fluorescence polarization | P38398;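 further: potency means the concentration at half of the fitted maximal effect; plate controls were peptide without protein for full effect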
# Target sequence (P38398 whole entry, looked up): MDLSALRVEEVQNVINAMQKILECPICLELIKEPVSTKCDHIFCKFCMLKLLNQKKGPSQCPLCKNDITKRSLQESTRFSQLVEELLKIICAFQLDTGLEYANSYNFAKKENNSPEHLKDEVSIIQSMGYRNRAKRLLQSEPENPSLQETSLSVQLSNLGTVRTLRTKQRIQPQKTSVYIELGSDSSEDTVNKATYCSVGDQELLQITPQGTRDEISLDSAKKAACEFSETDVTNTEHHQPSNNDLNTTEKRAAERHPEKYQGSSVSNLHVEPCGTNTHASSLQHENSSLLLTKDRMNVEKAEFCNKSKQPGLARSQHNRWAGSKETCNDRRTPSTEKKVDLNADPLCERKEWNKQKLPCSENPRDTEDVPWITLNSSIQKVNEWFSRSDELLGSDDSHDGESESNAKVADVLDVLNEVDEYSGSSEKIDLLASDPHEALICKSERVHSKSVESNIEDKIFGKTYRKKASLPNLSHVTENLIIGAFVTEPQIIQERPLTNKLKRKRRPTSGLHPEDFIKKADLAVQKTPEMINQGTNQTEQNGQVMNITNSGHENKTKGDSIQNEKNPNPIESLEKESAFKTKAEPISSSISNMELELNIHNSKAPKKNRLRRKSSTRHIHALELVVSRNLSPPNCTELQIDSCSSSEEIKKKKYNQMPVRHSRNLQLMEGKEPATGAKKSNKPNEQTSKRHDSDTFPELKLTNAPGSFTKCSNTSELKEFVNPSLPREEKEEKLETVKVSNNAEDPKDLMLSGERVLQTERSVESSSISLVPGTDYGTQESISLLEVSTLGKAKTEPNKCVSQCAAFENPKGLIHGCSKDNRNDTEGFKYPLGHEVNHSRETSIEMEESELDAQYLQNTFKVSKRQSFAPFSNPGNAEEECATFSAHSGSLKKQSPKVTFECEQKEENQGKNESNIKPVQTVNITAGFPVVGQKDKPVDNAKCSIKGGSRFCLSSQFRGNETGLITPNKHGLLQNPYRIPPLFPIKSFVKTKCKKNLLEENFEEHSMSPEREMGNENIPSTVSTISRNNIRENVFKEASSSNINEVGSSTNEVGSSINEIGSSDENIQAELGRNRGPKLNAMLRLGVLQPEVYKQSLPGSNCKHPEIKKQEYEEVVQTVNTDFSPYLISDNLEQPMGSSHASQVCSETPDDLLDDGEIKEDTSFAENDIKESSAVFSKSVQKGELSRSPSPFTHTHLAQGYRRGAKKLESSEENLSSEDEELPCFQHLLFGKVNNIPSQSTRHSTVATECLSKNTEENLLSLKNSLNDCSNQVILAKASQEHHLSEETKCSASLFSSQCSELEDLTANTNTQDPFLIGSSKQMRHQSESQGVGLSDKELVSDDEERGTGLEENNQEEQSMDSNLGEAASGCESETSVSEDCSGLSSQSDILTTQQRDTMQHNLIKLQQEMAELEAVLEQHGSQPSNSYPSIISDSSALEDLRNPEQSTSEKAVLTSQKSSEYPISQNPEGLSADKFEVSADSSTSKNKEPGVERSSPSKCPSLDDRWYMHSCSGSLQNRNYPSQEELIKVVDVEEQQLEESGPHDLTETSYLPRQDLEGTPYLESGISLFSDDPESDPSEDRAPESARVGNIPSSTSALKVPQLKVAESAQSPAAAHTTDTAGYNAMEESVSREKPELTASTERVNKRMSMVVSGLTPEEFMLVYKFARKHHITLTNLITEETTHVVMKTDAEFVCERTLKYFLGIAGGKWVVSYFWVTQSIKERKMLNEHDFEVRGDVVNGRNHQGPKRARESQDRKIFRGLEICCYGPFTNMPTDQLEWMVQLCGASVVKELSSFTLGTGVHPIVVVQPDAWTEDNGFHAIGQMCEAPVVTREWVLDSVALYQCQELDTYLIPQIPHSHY
#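 Compounds were incubated for 12 min at room temperature with a complex of 100 nM fluorescein-tagged pBACH1 decapeptide and 250 nM His-tagged BRCT protein. Buffer was phosphate pH 7.3 with EDTA, DTT and Tween 20. Disruption of binding lowers the polarization signal.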
# CRE-bla Fsk: modulators of forskolin-stimulated CRE signaling in CHO cells. AID 662. CHO CRE-bla reporter (cAMP response element driving beta-lactamase), forskolin EC10, beta-lactamase ratio. actives 2.5% (n = 71,000). Potency, µM (series often up to 38.2 µM), inactives show at the top dose activity change, negative = inhibition, usual class: activators; active means well fitted activation curve with a large enough effect in the signal ratio, with a control signal flat, not every such curve was filed as active; inconclusive means small, poorly fitted or top-dose-only effect, or effect the other way, or a change in a side signal; the % refers to the signal ratio; further: potency means the concentration at half of the fitted maximal effect; % of control where 0% means no effect
#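 Modulation of forskolin signalling: compounds in titration series added with EC10 NKH 477 to CHO cells carrying a CRE-driven beta-lactamase reporter, 3 h, 37C. CCF4 FRET ratio (460/530 nm, ex 405 nm) gives %activity and AC50.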
# BRCT inh red: BRCT-phosphoprotein interaction inhibition (red fluorophore) | AID 892 | BRCT-phosphopeptide binding, red fluorescence polarization | Potency, µM (top dose mostly 76.9 µM), inactives show at the highest dose activity change, negative = inhibition, most hits filed as inhibitors | P38398 | actives 0.03% (n = 75,000); further: on the % scale 0 is the no-effect control and ±100 the full control effect
#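 Fluorescence polarization: 100 nM His-tagged BRCA1 BRCT with 100 nM TAMRA-labelled phospho-BACH1 decapeptide, phosphate buffer pH 7.3 with 150 mM NaCl, DTT, 0.01% Tween 20; 12 min RT. Binding inhibition seen as FP decrease.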
# HBB splice mod: modulators of hemoglobin beta chain splicing; HBB splicing reporter cell assay, activation; EGFP reporter with mutant IVS2-654 intron; response scale: normalised to 500 nM splice-correcting PNA; Potency, µM (titrated, usually from 46.1 µM), for inactives: top-dose activation, usual class: activators; actives 0.06% (n = 65,000); further: potency means the concentration at half of the fitted maximal effect; 0% is about no effect
#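 Compounds were applied for 2 days to HeLa EGFP-654 cells, 500/well in Optimem with 2% FCS. The reporter's EGFP is disrupted by mis-splicing of beta-globin intron IVS2-654. Readout: summed well GFP fluorescence from 488 nm laser scanning; reference was 500 nM antisense […] 654 PNA.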
# ALOX15 inhib: blocks human 15-lipoxygenase activity; purified 15hLO-1, xylenol orange hydroperoxide absorbance; Potency, µM (top dose mostly 57.1 µM), for inactives: at the top dose activity change, negative = inhibition, hits mostly inhibitors; actives 1.4% (n = 74,000); further: potency means the concentration at half of the fitted maximal effect; on the % scale 0 is the no-effect control and ±100 the full control effect; nearly all actives have a fitted effect of over 55% in size
#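 Hydroperoxide formed from arachidonic acid (50 uM) by purified human 15hLO-1 (40 nM) oxidizes ferrous iron, and the ferric-xylenol orange complex is read at 573 versus 405 nm. Compounds were preincubated 15 min; reaction ran 6 min at room temperature.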
# * hit, by the source's call; i = inactive; u = inconclusive; x = no result given; [ ] = remark or other dose. Unless noted, the call rests on the fitted dose curve; in most records, active means well fitted curve in the direction sought with a large enough effect; inconclusive means small, poorly fitted or top-dose-only effect, or another doubt; inactive means no such curve, though single readings can be large; an effect the other way counts as inactive or inconclusive.
1) CCN1C(=O)C(C(=O)Nc2ccc(OC)cc2)C2CC1(C)Oc1ccccc12 (configuration not stated)
2) C=CCNc1nc(NCCO)nc(N2CCCC2)n1
3) CCOc1ccccc1C1C(C(=O)Nc2ccccc2OC)=C(C)Nc2nc(CCCO)nn21 (configuration not stated)
4) CC1(C)CC(NC(=O)C2CCCCC2C(=O)O)CC(C)(C)N1 (configuration not stated)
5) O=C(COc1ccc(Cl)cc1Cl)NC(=O)N1CCCCC1
6) CN=C1SC(CC(=O)Nc2sc(C)c(C)c2C(=O)OC)C(=O)N1C (configuration not stated)
7) O=C(CSC1CCCCC1)Nc1nccs1
8) CC(=O)N1CCN(c2ccc(Oc3nc(-c4ccccc4)nc4ccccc34)cc2)CC1

entry no.,1,2,3,4,5,6,7,8
Pol III holo inh,1%,-3%,-2%,-2%,3%,-3%,40%,1%
A350 fluor,i,i,x,i,i,u,i,i
4-MU autofl,i,i,x,i,i,i,i,i
GFP derepression,-1%,0%,0%,5%,-2%,-2%,-4%,12%
UbGFP stabilizer,-5%,-1%,6%,2%,3%,29%,1%,9%
Hsp90 Hop PPI,-2%,-5%,-8%,1%,1%,0%,-1%,-1%
BRCT PPI green,-2.8%,-0.8%,-0.5%,-0.2%,-1.5%,-0.2%,-1.5%,-0.9%
CRE-bla Fsk,-23%,17%,3%,-1%,u,u,-6%,1%
BRCT inh red,-0.2%,-0.8%,-0.3%,-0.1%,-0.9%,0.1%,0.2%,0.7%
HBB splice mod,-0.8%,0.7%,0.7%,x,-0.9%,-1.4%,-4.0%,0.4%
ALOX15 inhib,2%,2%,22%,13%,-10%,-11%,0%,4%

9) OC[C@@H](O)COc1cccc2ccccc12
10) O=c1c(CCc2ccccc2)nc2cnc(N3CCOCC3)nc2n1C1CC1
11) CCN1CSC(=S)N(Cc2ccc(OC)cc2)C1
12) NS(=O)(=O)Cc1noc2ccccc12
13) CCOC(=O)c1c(C)[nH]c(NC(=O)Nc2c(C)n(C)n(-c3ccccc3)c2=O)c1C
14) Cc1cc2c(cc1C)NC(c1c(C)n(C)n(-c3ccccc3)c1=O)C1=C(CC(C)(C)CC1=O)N2 (configuration not stated)
15) CC(Nc1ncnc2nc[nH]c12)c1ccccc1 (configuration not stated)
16) COCCCNC(=O)CCCOc1ccccc1

entry no.,9,10,11,12,13,14,15,16
Pol III holo inh,-4%,1%,-1%,-4%,-8%,7%,-5%,-4%
A350 fluor,x,u,u,i,i,1.2e-08M*,x,x
4-MU autofl,x,u,u,i,i,1.3e-08M*,x,x
GFP derepression,-1%,-5%[9.22 µM],6%,-2%,6%,-2%,x,-2%
UbGFP stabilizer,4%,13%,-1%,1%,-7%,18%,11%,-12%
Hsp90 Hop PPI,-2%,-3%,-2%,-6%,-2%,-15%,2%,-2%
BRCT PPI green,0.4%,-1.5%,-1.7%,-2.2%,-1.5%,-7.4%,-1.6%,0.6%
CRE-bla Fsk,-16%,u,-7%,-10%,-2%,u,u,-1%
BRCT inh red,0.2%,-5.4%,-0.6%,1.4%,1.1%,1.7%,-1.5%,1.0%
HBB splice mod,x,-0.1%,-2.0%[0.369 µM],-0.6%,-1.0%,3.9%,0.2%,0.1%[9.22 µM]
ALOX15 inhib,1%[25.6 µM],-1%,-4%,-4%,4%,-6%,14%,-9%

17) CCOC(=O)c1cc2n(n1)C(C(F)(F)F)CC(C)N2 (configuration not stated)
18) COc1cccc2c1C(=N)c1c(O)c3c(c(O)c1C2=O)C[C@](O)(C(C)=O)C[C@@H]3O[C@H]1C[C@H](N)[C@@H](O)[C@H](C)O1
19) CCOCCn1c(SCCCc2ccccc2)nc2c1c(=O)[nH]c(=O)n2C
20) CCOC(=O)N1CCC(Nc2c(Nc3cccc(CC)c3)c(=O)c2=O)CC1
21) CCN1CCN(C(C(=O)NC2CCCC2)c2ccc(Cl)cc2)CC1 (configuration not stated)
22) COCCNc1ncnc2ccc(-c3ccccc3C(F)(F)F)cc12
23) CCOC(=O)CSc1nnc(CNC(=O)c2ccc(OC)cc2)n1C1CCCCC1
24) C=CCNc1nnc(C)c2ccccc12

entry no.,17,18,19,20,21,22,23,24
Pol III holo inh,2%,3.2µM*,0%,-5%,-5%,-4%,2%,-5%
A350 fluor,i,i,i,i,x,i,i,i
4-MU autofl,i,i,i,i,x,i,i,i
GFP derepression,3%,11%[9.22 µM],-5%,0%,-3%,-3%[9.22 µM],-4%,0%
UbGFP stabilizer,1%,4%[9.17 µM],4%,3%,12%,-2%,-7%,0%
Hsp90 Hop PPI,-2%,-27%[11 µM],-1%,-5%,-4%,-12%,-1%,1%
BRCT PPI green,2.0%,-0.5%[15.4 µM],-3.0%,-1.9%,-1.5%,0.8%,0.2%,4.8%
CRE-bla Fsk,1%,1%[7.6 µM],4%,u,-6%,u,u,-9%
BRCT inh red,-0.1%,-1.7%[15.4 µM],-1.3%,-0.8%,1.0%,1.7%,-1.0%,-0.8%
HBB splice mod,1.1%,-1.5%[9.22 µM],x,-0.1%,-0.5%,-0.6%,-1.1%,-2.5%
ALOX15 inhib,-2%,12%[11.4 µM],2%,-25%,-10%,25µM*,6%,-45%

25) COc1ccc2c(c1)c(=O)cc(C)n2CC(=O)NCc1ccco1
26) O=C(Cn1nc(Cc2cccnc2)c2ccccc2c1=O)NCC1COc2ccccc2O1 (configuration not stated)
27) CCc1[nH]nc2c1C1(C(=O)N(Cc3ccccc3)c3ccccc31)C(C#N)=C(N)O2 (configuration not stated)
28) COc1ccc2[nH]c(=O)c(CN(Cc3ccccc3)Cc3nnnn3CC3CCCO3)cc2c1 (configuration not stated)
29) O=C(Nc1ccc2c(c1)OCO2)OCc1ccccc1
30) O=C(NC1CCCC1)c1cc(-c2cccs2)on1
31) CC(C)c1ccc2c([Si](C)(C)C)c3c(nc2c1)-c1cccc(=O)n1C3
32) O=C(Nc1ccc(Cl)cc1)C1CC=CCC1C(=O)OCC(F)(F)C(F)F (configuration not stated)

entry no.,25,26,27,28,29,30,31,32
Pol III holo inh,0%,0%,2%,-9%,-1%,-3%,-6%,-11%
A350 fluor,5.2e-06M*,x,i,1.2e-07M*,i,i,x,i
4-MU autofl,3.7e-06M*,x,i,1.4e-07M*,i,i,x,i
GFP derepression,0%,-2%,0%,1%,10%,0%,x,0%
UbGFP stabilizer,4%,3%,1%,3%,0%,-12%,x,4%
Hsp90 Hop PPI,-4%,-9%,-11%,-12%,-6%,-8%,-3%,0%
BRCT PPI green,1.9%,0.9%,-0.9%,-6.2%,-0.5%,-2.9%,3.8%,1.0%
CRE-bla Fsk,u,-7%,-19%,-6%,-1%,u,u,12%
BRCT inh red,-0.4%,3.5%,-0.2%,-1.2%,0.6%,-0.7%,-1.3%,-0.7%
HBB splice mod,0.9%[57.5 µM],-0.5%,-0.1%,x,2.5%,-0.2%,0.4%,-0.3%
ALOX15 inhib,4%,0%,-8%,u,-1%,3%,x,1%

# As a working copy, 5 of the compounds above.
26) O=C(Cn1nc(Cc2cccnc2)c2ccccc2c1=O)NCC1COc2ccccc2O1 (configuration not stated)
27) CCc1[nH]nc2c1C1(C(=O)N(Cc3ccccc3)c3ccccc31)C(C#N)=C(N)O2 (configuration not stated)
28) COc1ccc2[nH]c(=O)c(CN(Cc3ccccc3)Cc3nnnn3CC3CCCO3)cc2c1 (configuration not stated)
29) O=C(Nc1ccc2c(c1)OCO2)OCc1ccccc1
30) O=C(NC1CCCC1)c1cc(-c2cccs2)on1

entry no.,26,27,28,29,30
Pol III holo inh,0%,2%,-9%,-1%,-3%
A350 fluor,x,i,1.2e-07M*,i,i
4-MU autofl,x,i,1.4e-07M*,i,i
GFP derepression,-2%,0%,1%,10%,0%
UbGFP stabilizer,3%,1%,3%,0%,-12%
Hsp90 Hop PPI,-9%,-11%,-12%,-6%,-8%
BRCT PPI green,0.9%,-0.9%,-6.2%,-0.5%,-2.9%
CRE-bla Fsk,-7%,-19%,-6%,-1%,u
BRCT inh red,3.5%,-0.2%,-1.2%,0.6%,-0.7%
HBB splice mod,-0.5%,-0.1%,x,2.5%,-0.2%
ALOX15 inhib,0%,-8%,u,-1%,3%

# Assay outcomes (PubChem)
